Nrf2 ARE act: activates Nrf2 signaling | AREc32 ARE-luciferase reporter (MCF7-derived line), luminescence, 24 h | Potency, µM (highest dose often 46.1 µM), inactives show at the highest dose activation, usual class: activators | 0.31% of 410,000 active | AID 624171; note: potency is the fitted concentration of half-maximal effect; % of control where 0% means no effect; nearly all actives have a fitted effect of over 65% in size
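AREc32 cells carrying an ARE-driven firefly luciferase, 1000 cells/well in OPTI-MEM with 5% FBS, dosed after overnight attachment and incubated 24 hr at 37 deg C. Steady-Glo luminescence read after 30 min at RT.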
Mm-Cpn inhibitor: blocks the Methanococcus maripaludis chaperonin Mm-Cpn; purified Mm-Cpn ATPase, ADP Transcreener TR-FRET; Potency, µM (highest dose often 76.9 µM), without a hit: at the top dose activity, negative = inhibition, usual class: inhibitors; 0.031% of 330,000 active; note: potency is the fitted concentration of half-maximal effect; % is set by controls: 0 for no effect and ±100 for the full control effect; nearly all actives have a fitted effect of over 80% in size
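Purified archaeal Mm-CPN (25nM final) preincubated 10 min at 37degC with compound, then 10uM ATP for 30 min at 37degC; ADP measured by HTRF Transcreener TR-FRET; buffer 30 mM TRIS pH 7.4, 100mM KCl, 5mM MgCl2, 1mM DTT.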
HepG2 viability: HepG2 cytotoxicity, counter-screen for TGF-b inhibitors. HepG2 CAGA-GFP viability, ATP luminescence, 18 h. Potency, µM (titrated, usually from 46.1 µM), for the others: top-dose activity change, negative = cytotoxicity, actives largely listed as cytotoxic. 0.76% of 410,000 active; note: potency is the fitted concentration of half-maximal effect; some results filed as inactive show a strong effect at the top dose
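HepG2 CAGA-GFP cells (1000/well, DMEM with 1% FBS) received compound, then TGF-beta at 500 pg/mL final, and were incubated 18 hours at 37 degrees C. Viability was read by CellTiter-Glo luminescence. Media-only wells were set as complete cell-killing and DMSO as no toxicity.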
CCT chaperon mod: modulators of cytosolic chaperonin (CCT/TRiC) activity; purified chaperonin ATPase assay, HTRF ADP detection, 30 min; activity change, % (test concentration not listed), hits read low; 0.3% of 360,000 active; AID 651819; in the data active = activity change below about -30%; note: % is set by controls: 0 for no effect and ±100 for the full control effect
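TRiC at 40 or 20 nM final (batch-dependent) in 30 mM Tris pH 7.4, 100 mM KCl, 5 mM MgCl2, 1 mM DTT, with compound at single 76 uM and 10 uM ATP, 30 min at 37 deg C. ADP detected by HTRF Transcreener, 665/615 ratio.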
Abeta yeast res: A-beta toxicity reversal in yeast; yeast expressing A-beta42, growth rescue, OD600, 48 h; response scale: 0% DMSO, 100% iron-clioquinol control; Potency, µM (titrated, usually from 46.1 µM), inactives show at the top dose growth rescue, usual class: activators; 0.063% of 410,000 active; AID 1347071; note: potency is the fitted concentration of half-maximal effect; nearly all actives have a fitted effect of over 55% in size
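Yeast A-beta toxicity model in growth medium with pinned compounds, 48 h at 30 C; growth read as absorbance at 600 nm. Normalized to FeCl3/clioquinol equimolar mix (positive) and DMSO (negative).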
Akt phos inh: blocks phosphorylation of Akt | activity change, % for hits at 50 µM | Neuro2A IGF-stimulated pAkt S473 HTRF, 20 min; stronger effect = lower value | AID 651550 | 0.32% of 360,000 active; in the data active = activity change below about -80%; inconclusive = mostly about -51% to -80%; note: % is set by controls: 0 for no effect and ±100 for the full control effect
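Neuro2A cells in DMEM with 0.5% FBS, overnight at 37 deg C, given compound at single 50 µM final, then IGF (6 nM final) for 20 min at 37 deg C. Lysed; phospho-Akt Ser473 by HTRF after 24 h, 665/615 ratio.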
A549 viability: A549 cytotoxicity, counter-screen for Nrf2 inhibitors; A549 ARE-Fluc cells, CellTiter-Fluor viability, 18-24 h; Potency, µM (series often up to 46 µM), without a hit: at the highest dose activity change, negative = cytotoxicity, most hits filed as inhibitors; 0.16% of 390,000 active; note: potency is the fitted concentration of half-maximal effect; % is set by controls: 0 for no effect and ±100 for the full control effect
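Cytotoxicity counterscreen: CellTiter-Fluor fluorescence was measured in A549 ARE_Fluc cells after 18-24 h of compound exposure in a concentration series. The subsequent BugLite luminescent read reports ARE-luciferase activity.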
TGFb SMAD3 inh: blocks TGF-b signaling | 1.2% of 410,000 active | Potency, µM (doses to about 46.1 µM), inactives show top-dose activity, negative = inhibition, hits mostly inhibitors | HepG2 CAGA-GFP TGF-b/SMAD3 reporter, GFP fluorescence, 18 h; TGF-beta stimulated, 500 pg/mL final; note: potency is the fitted concentration of half-maximal effect; % is set by controls: 0 for no effect and ±100 for the full control effect; nearly all actives have a fitted effect of over 65% in size
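Per well, imaged GFP fluorescence of HEPG2 CAGA-GFP cells gives the signal; cells get compound, then TGF-beta (500 pg/mL final), 18 h at 37 degrees C; %Activity versus -TGF-beta and +DMSO controls.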
Nrf2 block: Nrf2 pathway inhibition; Potency, µM (doses to about 46 µM), for inactives: at the top dose activity change, negative = inhibition, hits mostly inhibitors; A549 ARE-Fluc reporter, luciferase luminescence, 18-24 h; AID 504444; 2.1% of 360,000 active; note: potency is the fitted concentration of half-maximal effect; % is set by controls: 0 for no effect and ±100 for the full control effect; nearly all actives have a fitted effect of over 60% in size
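Cells were seeded and rested 2 h, then exposed to compounds for 18-24 h. CellTiter-Fluor was read first as a viability measure. BugLite was added 15 min before the final luminescent read of ARE-luciferase activity in A549 cells.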
An asterisk follows results filed as active; i = inactive; ? = inconclusive; / = not tested or not shown; & = joins results of further samples; [ ] = another dose, or the depositor's remark. Unless noted, calls come from the whole dose curve; as a rule, active = well fitted curve in the direction sought with a large enough effect; inconclusive = small, poorly fitted or top-dose-only effect, or another doubt; inactive = no such curve, though single readings can be large; an effect the other way counts as inactive or inconclusive.

SMILES	Nrf2 ARE act	Mm-Cpn inhibitor	HepG2 viability	CCT chaperon mod	Abeta yeast res	Akt phos inh	A549 viability	TGFb SMAD3 inh	Nrf2 block
CC(NC(=O)COC(=O)c1ccco1)c1ccccc1 (stereo not given)	-0.3%	-1%	-9%	-1.7	7%	i	2%	-4%	0%
C=CCn1c(COc2ccc(Cl)cc2)nnc1SCC(=O)N/N=C/c1ccccc1	-0.4%	1%	-57%	-2.9	13%	i	-2%	0%	10%
O=C(c1ccccc1)c1cccn1CC(=O)N1CCCCCC1	-0.9%	2%	19%	-2.4	19%	i	-7%	6%	1%
CC(C)C(=O)Nc1ccccc1C(=O)N/N=C/c1ccc([N+](=O)[O-])cc1	1.8%	1%	-12%	-3.2	12%	i	-4%	-1%	-14%
Cc1cccc(C(=O)Nc2cccc(OC(=O)c3cccc(C)c3)c2)c1	5.5%	-1%	6%	-4.9	24%	i	-2%	-6%	19%
Cc1c(C(=O)N2CCN(Cc3nccn3C)CC2)oc2c(F)cccc12	5.2%	/	-11%	-0.2	2%	i	/	7%	/
C/C(=C\C(=O)c1c(O)cc(C)oc1=O)N(C)C	0.5%	3%	3%	-0.3	-14%	i	-3%	-17%	-2%
CC(C)CCc1noc(CN2CCN(CC(=O)NC(C)C)CC2)n1	0.3%	-2%	5%	-2.0	-11%	i	1%	8%	?
CCOC(=O)N1CCN(CCC(=O)Nc2cc(OC)ccc2OC)CC1	1.5%	-20%	-10%	0.4	-12%	i	0%	1%	-3%
Cc1ccccc1Cn1cnc2ccccc21	2.9%	3%	0%	-4.5	4%	i	0%	0%	?
Cc1ccc(S(=O)(=O)c2nc(-c3ccco3)oc2SCc2ccccc2Cl)cc1	0.9%	/	-7%	/	6%	/	15%	1%	-7%[9.27 µM]
Cc1ccc(S(=O)(=O)N2CCC(n3c(C)nc4cccnc43)CC2)c(C)c1	5.0%	/	-41%	/	-7%	/	-11%	?	9.2µM*
O=C(C1CCN(S(=O)(=O)c2ccc(Br)s2)CC1)N1CCc2ccccc21	0.5%	-4%	-29%	0.6	-17%	i	?	?	?
O=C(CN1C(=O)COc2ccc(S(=O)(=O)N3CCCCCC3)cc21)N1CCN(c2cccc(C(F)(F)F)c2)CC1	-0.5%	/	-11%	/	-22%	/	2%	15%	0%
CC1=C[C@H]2OC(=O)[C@@H](C)[C@H]2C[C@@H]2[C@H]1C[C@@H](O)[C@@]2(C)O	3.1%	0%	-12%	-2.4	5%	i	23%	-14%	2%
O=C(CC12CC3CC(CC(C3)C1)C2)NC(Cc1ccccc1)C(=O)O (stereo not given)	-0.3%	-4%	5%	-1.6	1%	i	7%	4%	-19%
COc1ccc(C)cc1N(C(=O)CNC(=O)c1ccco1)C(C(=O)NCC1CCCO1)c1ccccc1 (stereo not given)	-0.2%	0%	-3%	-1.4	-2%	i	-20%	14%	-10%
COc1ccc(F)c(-c2nc(CN3CCN(C(=O)c4ccco4)CC3)c(C)o2)c1	-0.5%	0%	-13%	0.4	8%	i	-6%	9%	-11%
COc1ccc(N2C(=O)CC(Sc3nc4ccccc4s3)C2=O)cc1OC (stereo not given)	21%	0%	-30%	-2.7	8%	i	0%	-3%	-20%
COC(=O)C1=C(C)NC2=C(C(=O)CC(C)(C)C2)C1c1ccccn1 (stereo not given)	0.1%	-3%	22%	-1.3	4%	i	-1%	-22%	-2%
CN(C(=O)CC1C(=O)NCCN1CC1CCCCC1)C1CCOCC1 (stereo not given)	0.1%	0%	3%	0.1	13%	i	-1%	-1%	-6%
Cc1ccc(-c2noc(CCCOc3ccc(Cl)cc3Cl)n2)cc1	-0.1%	2%	-6%	0.4	30%	i	-1%	0%	-18%
CCCCCCn1c(N2CCC(C)CC2)nc2c1c(=O)[nH]c(=O)n2C	0.4%	-1%	-14%	-4.6	1%	/	-6%	-6%	?
CCOc1ccc(CNc2ccc3c(c2)ncn3C(C)(C)C)cc1	4.6%	-7%	-42%	-2.3	1%	i	-4%	?	?
O=C(c1ccc(Cl)cc1)N(c1ccccn1)C1CCCCC1	-0.5%	0%	-17%	0.5	0%	i	1%	-4%	1%

Two successive entries already listed:
SMILES	Nrf2 ARE act	Mm-Cpn inhibitor	HepG2 viability	CCT chaperon mod	Abeta yeast res	Akt phos inh	A549 viability	TGFb SMAD3 inh	Nrf2 block
CCOc1ccc(CNc2ccc3c(c2)ncn3C(C)(C)C)cc1	4.6%	-7%	-42%	-2.3	1%	i	-4%	?	?
O=C(c1ccc(Cl)cc1)N(c1ccccn1)C1CCCCC1	-0.5%	0%	-17%	0.5	0%	i	1%	-4%	1%

Other results follow:
SMILES	Nrf2 ARE act	Mm-Cpn inhibitor	HepG2 viability	CCT chaperon mod	Abeta yeast res	Akt phos inh	A549 viability	TGFb SMAD3 inh	Nrf2 block
O=c1c2ccccc2c(-c2ccccc2)nn1-c1cc(Cl)cc(Cl)c1	-0.5%	-1%	34%	2.3	2%	i	7%	39%[activator]	11%
O=C(O)C1C2CCC(C2)C1C(=O)NCCc1ccccc1 (stereo not given)	0.1%	1%	-1%	1.1	9%	i	0%	6%	6%
COc1cccc(CNC(=O)c2cc(C3CC3)nc3c2cnn3C(C)C)c1	-0.1%	-1%	-23%	-1.4	-7%	i	4%	0%	-20%
C=C1CCN(CC(=O)OC)S(=O)(=O)c2ccccc21	-0.1%	1%	3%&-2%	-1.6	-16%	i	0%&1%	-4%&2%	5%&11%
Cc1cccc(NC(=O)c2ccc(Cl)c(S(=O)(=O)N3CCCCCC3)c2)n1	2.7%	-1%	-30%	0.2	0%	i	11%	0%	-20%
COc1ccc(CNC(=O)Cc2c(C)c3c(cc(C)c4c(C)coc43)oc2=O)cc1OC	-0.9%	/	-17%	/	6%	/	-15%	-17%	4%
COC(=O)c1sccc1NC(=O)c1ccc2c(c1)OCO2	5.0%	-5%	-14%	0.2	4%	i	-6%	3%	-19%
CCOC(=O)C(NC(=O)CC(C)C)(Nc1sc(C)c(CC)c1C#N)C(F)(F)F (stereo not given)	0.1%	-2%	2%	-0.6	8%	i	2%	-17%	-14%
O=C(CN1C(=O)C(=O)c2ccccc21)NCCc1ccccc1	0.7%	0%	1%	0.2	1%	i	9%	-21%	3%
O=C(NNC(=S)NC(=O)c1ccccc1)c1ccc([N+](=O)[O-])cc1	3.0%	2%	-49%	-4.8	8%	i	-5%	-21%	?
CC(=O)c1ccc(NC(=O)C2CCN(S(=O)(=O)c3ccc4c(c3)CCCN4C(=O)C3CCC3)CC2)cc1	-0.7%	/	-28%	/	-20%	/	3%	-8%	/
CCN(CC)C(=O)C1=C(C)N(Cc2ccc(C(C)(C)C)cc2)C(=O)C(CC(=O)NCCCN(C)C)C1 (stereo not given)	0.1%	/	-16%	-1.9	10%	i	/	-1%	/
CC(C)(C)c1ccc(OCCC(=O)OCC(=O)NC(=O)NC2CCCC2)cc1	19%	1%	-30%	1.4	28%	i	0%	?	-27%
Cc1cc(C)n2nc(C(=O)Nc3cccc(S(=O)(=O)N4CCCC4)c3)nc2n1	-0.1%	2%	-3%	-0.2	-6%	i	22%	10%	-6%
O=C(N/N=C\c1cc2c(cc1Cl)OCO2)c1ccc(Br)s1	-0.3%	-1%	18%	0.5	14%	i	-11%	-4%	?
CC(C)(C)OC(=O)[C@H](Cc1ccccc1)NC(=O)c1nc[nH]c1C(=O)NC1CCNCC1	-0.2%	-1%	0%	-3.9	-4%	i	-6%	?	6%
N=c1c(S(=O)(=O)c2ccccc2)cc2c(=O)n3ccccc3nc2n1Cc1cccnc1	-0.5%	0%	-8%	0.5	-8%	i	-8%	10%	-7%
CC(=O)Oc1ccc(C(=O)NCCc2ccccc2)cc1	-2.3%	-1%	9%	1.5	-46%[inhibitor]	i	10%	?	?
CN(C(=S)Oc1ccc(C(=O)Nc2ccccc2)cc1)c1ccccc1	4.1%	-2%	5%	-0.9	-4%	i	-12%	?	?
COc1cc(C(=O)NC(=S)Nc2ccc3oc(=O)ccc3c2)cc(OC)c1OC	-0.5%	-6%	-2%	1.8	-8%	i	1%	-5%	-7%
Cc1cc(Nc2ccc(F)cc2Cl)n2nc(C)nc2n1	0.4%	-2%	-11%	-1.9	-13%	i	-2%	-8%	-1%
Cc1cc(C)n(-c2ccc(C(=O)OCC(=O)Nc3ccc(S(=O)(=O)N4CCOCC4)cc3)cc2)n1	0.2%	0%	-11%	-2.3	8%	i	-17%	-11%	22%

Shown with two lines to a compound: entries from further up.
Each structure is followed by: Nrf2 ARE act, Mm-Cpn inhibitor, HepG2 viability, CCT chaperon mod, Abeta yeast res, Akt phos inh, A549 viability, TGFb SMAD3 inh, Nrf2 block
CC(C)(C)c1ccc(OCCC(=O)OCC(=O)NC(=O)NC2CCCC2)cc1
 : 19%, 1%, -30%, 1.4, 28%, i, 0%, ?, -27%
Cc1cc(C)n2nc(C(=O)Nc3cccc(S(=O)(=O)N4CCCC4)c3)nc2n1
 : -0.1%, 2%, -3%, -0.2, -6%, i, 22%, 10%, -6%
O=C(N/N=C\c1cc2c(cc1Cl)OCO2)c1ccc(Br)s1
 : -0.3%, -1%, 18%, 0.5, 14%, i, -11%, -4%, ?
CC(C)(C)OC(=O)[C@H](Cc1ccccc1)NC(=O)c1nc[nH]c1C(=O)NC1CCNCC1
 : -0.2%, -1%, 0%, -3.9, -4%, i, -6%, ?, 6%
N=c1c(S(=O)(=O)c2ccccc2)cc2c(=O)n3ccccc3nc2n1Cc1cccnc1
 : -0.5%, 0%, -8%, 0.5, -8%, i, -8%, 10%, -7%

Screens: PubChem, National Center for Advancing Translational Sciences (NCATS)
